Source: PubChem
HttQ103 aggreg – qHTS Multiplex Assay to Identify Dual Action Probes in a Cell Model of Huntington: Aggregate Formation (GFP) | 220,000 tested, 1.1% active | Potency, µM (doses to about 46.1 µM), for inactives: at the top dose activity change, negative = inhibition, most hits filed as inhibitors | PC12 HttQ103-GFP aggregates, Acumen cytometry, 40 h; further: potency means the concentration at half of the fitted maximal effect; on the % scale 0 is the no-effect control and ±100 the full control effect; nearly all actives have a fitted effect of over 60% in size
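Multiplexed with ATP-based cell death, this channel scores GFP aggregates in PC12 cells expressing inducible HTTex1-Q103-GFP. Induction used 100 nM tebufenozide; compounds were tested in concentration series.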
NPSR antagonist – qHTS Assay for Antagonists of the Neuropeptide S Receptor: cAMP Signal Transduction; Q6W5P4; CHO-NPSR cells, cAMP TR-FRET, antagonist mode; 220,000 tested, 1% active; Potency, µM (top dose mostly 38.3 µM), without a hit: top-dose activity change, negative = inhibition, hits mostly inhibitors; further: potency means the concentration at half of the fitted maximal effect; on the % scale 0 is the no-effect control and ±100 the full control effect; nearly all actives have a fitted effect of over 50% in size; many of its hits are not listed in these tables
Target sequence (Q6W5P4 whole entry, looked up): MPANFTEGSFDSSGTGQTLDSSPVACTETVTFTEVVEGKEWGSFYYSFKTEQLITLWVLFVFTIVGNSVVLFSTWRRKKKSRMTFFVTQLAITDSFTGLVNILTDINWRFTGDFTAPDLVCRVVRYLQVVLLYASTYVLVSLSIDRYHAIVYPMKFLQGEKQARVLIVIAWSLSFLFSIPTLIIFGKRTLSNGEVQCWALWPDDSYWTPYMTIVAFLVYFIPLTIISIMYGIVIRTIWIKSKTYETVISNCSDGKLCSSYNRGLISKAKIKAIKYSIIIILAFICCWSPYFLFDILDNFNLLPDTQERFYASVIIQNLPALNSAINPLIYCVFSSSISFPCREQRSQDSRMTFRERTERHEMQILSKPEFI
CBFb-RUNX1 inh – qHTS Assay for Compounds Blocking the Interaction Between CBF-beta and RUNX1 for the Treatment of Acute Myeloid Leukemia | AlphaScreen CBFb-His/RUNX1-biotin binding, biochemical | Potency, µM (top dose mostly 59.8 µM), for inactives: at the highest dose activity, negative = inhibition, most hits filed as inhibitors | 230,000 tested, under 10 active | AID 1477, 2009; further: % of control where 0% means no effect
Target sequence (Q01196 whole entry, looked up): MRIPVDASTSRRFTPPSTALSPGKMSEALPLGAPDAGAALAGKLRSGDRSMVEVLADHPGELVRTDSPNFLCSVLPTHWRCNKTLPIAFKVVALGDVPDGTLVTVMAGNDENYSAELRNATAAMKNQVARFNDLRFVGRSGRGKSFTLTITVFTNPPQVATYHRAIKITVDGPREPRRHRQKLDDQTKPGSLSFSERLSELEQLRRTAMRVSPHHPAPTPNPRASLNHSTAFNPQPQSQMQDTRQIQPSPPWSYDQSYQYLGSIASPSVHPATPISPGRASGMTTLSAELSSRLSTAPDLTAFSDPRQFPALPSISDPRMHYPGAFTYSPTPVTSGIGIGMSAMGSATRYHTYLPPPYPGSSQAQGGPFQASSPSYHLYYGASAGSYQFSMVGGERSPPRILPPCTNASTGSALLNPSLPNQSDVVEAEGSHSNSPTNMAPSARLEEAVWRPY
Target sequence (Q13951 whole entry, looked up): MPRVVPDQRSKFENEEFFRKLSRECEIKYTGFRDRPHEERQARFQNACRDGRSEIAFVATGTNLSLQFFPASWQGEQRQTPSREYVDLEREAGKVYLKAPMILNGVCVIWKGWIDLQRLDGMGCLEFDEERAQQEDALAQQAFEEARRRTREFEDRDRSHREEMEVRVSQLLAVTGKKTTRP
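AlphaScreen proximity signal reports loss of binding between His-tagged CBF-beta and biotin-labelled RUNX1, each at 30 nM. Proteins are pre-associated for 20 minutes, compounds added for 15 minutes, then beads for 90 minutes, all at ambient temperature.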
Epigenetic reg – Quantitative High-Throughput Screen for Regulators of Epigenetic Control; murine LDR cells, GFP reporter derepression, 30 h; AID 1865, 2009; 280,000 tested, 0.2% active; Potency, µM (highest dose often 53.9 µM), for inactives: at the highest dose GFP activation, most hits filed as activators; further: potency means the concentration at half of the fitted maximal effect; % of control where 0% means no effect; nearly all actives have a fitted effect of over 60% in size
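GFP-positive cell count by laser-scanning cytometry (objects 20–120 um) after 30 h, 37 C compound exposure of murine LDR cells; reporter is CMV-GFP integrated at a silenced locus, inducible by HDAC or DNMT inhibitors.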
L3MBTL1 inh – qHTS Assay for the Inhibitors of L3MBTL1 | AlphaScreen L3MBTL1–H3K9me1 peptide binding | Potency, µM (top dose mostly 57.1 µM), for inactives: at the highest dose activity, negative = inhibition, hits mostly inhibitors | 230,000 tested, 0.66% active | AID 485360, 2010; further: potency means the concentration at half of the fitted maximal effect; on the % scale 0 is the no-effect control and ±100 the full control effect; nearly all actives have a fitted effect of over 60% in size
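AlphaScreen assay: L3MBTL1 (50 nM final) was preincubated 30 min at room temperature with biotinylated H3(1-15)K9me1 peptide (75 nM final), then 30 min with library compounds; streptavidin donor and nickel chelate acceptor beads (10 ug/mL final) added, 30 min dark.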
Luc counter – Counterscreen for Luciferase (Kinase-Glo TM) Inhibition. Luciferin 4-monooxygenase (Photuris pensylvanica), Q27757. Kinase-Glo luciferase, ATP luminescence, 8 min. Potency, µM (series often up to 38.3 µM), without a hit: at the top dose activity change, negative = inhibition, actives largely listed as inhibitors. 200,000 tested, 0.28% active. AID 1379, 2008; further: potency means the concentration at half of the fitted maximal effect; on the % scale 0 is the no-effect control and ±100 the full control effect; nearly all actives have a fitted effect of over 60% in size
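Compounds were added to a substrate mix at pH 7.2 (50 mM imidazole, 10 uM ATP, within the enzyme's linear range), followed by Kinase-Glo detection reagent; luminescence was measured after 8 minutes at ambient temperature.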
IMPase Li cell – qHTS Assay for Identifying the Cell-Membrane Permeable IMPase Inhibitors: Potentiation with Lithium; 210,000 tested, 0.35% active; AID 1457, 2008; Potency, µM (titrated, usually from 59.4 µM), inactives show at the top dose activity, negative = IMPase inhibition, hits mostly inhibitors; CHO-M1 cells, IP1 TR-FRET (IP-One), carbachol + lithium;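 further: IP1 builds up when IMPase is blocked and the TR-FRET signal falls; potency means the concentration at half of the fitted maximal effect; plate controls were basal vehicle for no effect and high inhibitor control for full effect; nearly all actives have a fitted effect of over 50% in size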
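CHO cells stably expressing M1 receptor (2000/well, cultured 16–30 h) treated 30 min at 37C with compound plus low lithium. Cytosolic IP1 by TR-FRET (665/620 ratio and 620 channel) after 10 min lysis; AC50 by Hill fit.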
Active calls of the source: *; ? = inconclusive; . = no result given; [ ] = another dose, or the depositor's remark. The call rests on the fitted dose curve; in most records, active means well fitted curve in the direction sought with a large enough effect; inconclusive means small, poorly fitted or top-dose-only effect, or another doubt; inactive means no such curve, though single readings can be large; an effect the other way counts as inactive or inconclusive. Not all compounds are listed. The share of hits here may be higher or lower than overall.

1) COC(=O)C1=C(C)NC(=O)/C1=C\c1cc(C)n(-c2ccc(F)cc2)c1C
2) CCOC(=O)c1cc2c(ccn2-c2ccc(F)cc2)n1CC(=O)N1CCN(C(=O)c2ccco2)CC1
3) CCOC(=O)c1ccc(NC(=O)C2(c3ccccc3)CCCC2)cc1
4) CCONC(=O)Nc1ccccc1
5) COc1ccc(S(=O)(=O)N2CCCC(C(=O)O)C2)cc1Cl (stereo unspecified)
6) Nc1c(N=Nc2ccc(-c3ccc(N=Nc4cc(S(=O)(=O)O)c5ccccc5c4N)cc3)cc2)cc(S(=O)(=O)O)c2ccccc12
7) O=C(CNc1ccccc1)N/N=C/c1ccc([N+](=O)[O-])o1
8) CCc1ccc2[nH]c(=O)c(CN(Cc3nnnn3C3CCCC3)C3CCCCC3)cc2c1
entry no.	1	2	3	4	5	6	7	8
HttQ103 aggreg	-23%	?	-9%	7%	30%	-22%	?	17%[9.22 µM]
NPSR antagonist	-18%	17%[46.1 µM]	?	12%	-10%[46.1 µM]	.	-3%[46.1 µM]	?
CBFb-RUNX1 inh	3%	1%	14%	-2%	3%	.	-8%	-6%
Epigenetic reg	6.6%	7.2%	-1.9%	-2.2%	-0.7%	-1.5%	0.8%	-1.2%
L3MBTL1 inh	-7%	-1%	11%	11%	.	.	-13%	0%
Luc counter	0%	0%	-2%	2%	2%	?	-3%	2%
IMPase Li cell	3%	-8%[38.3 µM]	-2%[38.3 µM]	-4%	-9%[38.3 µM]	10%	25%[38.3 µM]	7%[38.3 µM]

9) COC(=O)c1sc(=S)n(Cc2ccccc2)c1C
10) Cc1ccc(NC(=O)Nc2ccc(Cl)cn2)cc1
11) O=C(NNC(=S)Nc1ccc(Br)cc1)c1ccc(N2CCOCC2)c([N+](=O)[O-])c1
12) CC(C)(C)NC(=O)C(=O)NNC(=O)c1ccco1
13) COc1cccc(NC(=O)Cn2nc(Cc3cccnc3)c3ccccc3c2=O)c1
14) CCN(C(=S)NC(=O)C1CCCC1)C1CCCCC1
15) Cc1cc(C)c(N(CC(=O)NC(C)(C)C)C(=O)CNC(=O)c2cccs2)c(C)c1
16) CC(=O)C1=C(N2CCCCC2)CCC1=O
entry no.	9	10	11	12	13	14	15	16
HttQ103 aggreg	-8%[9.22 µM]	-7%	21%	.	1%	14%	-3%[9.22 µM]	-21%
NPSR antagonist	31%	5%	5%	11%	-3%[46.1 µM]	6%	-10%	-3%[46.1 µM]
CBFb-RUNX1 inh	8%	21%	1%	1%	-5%	2%	6%	6%
Epigenetic reg	-0.1%	-1.5%	2.1%	-1.1%	-3.1%	0.0%	-2.7%	0.0%
L3MBTL1 inh	-14%	18%	-15%	-3%	.	12%	?	-11%
Luc counter	.	-1%	6%	-3%	-2%	2%	0%	-1%
IMPase Li cell	.	3%	1%	0%	-21%[38.3 µM]	7%	0%	-5%[38.3 µM]

17) O=C(CCc1nnc(COc2ccccc2)o1)NCc1ccc(Cl)s1
18) OC(COCc1cccs1)CN1CCN(c2ccccn2)CC1 (stereo unspecified)
19) CCn1cc(SCC(=O)NCc2ccc3c(c2)OCO3)c2ccccc21
20) O=C(N/C(=C/c1cccc([N+](=O)[O-])c1)C(=O)N1CCCCCC1)c1cccs1
21) CN(C)c1nc(N)nc(CSc2nnnn2-c2ccc(C(=O)O)cc2)n1
22) CC1CN(C(=O)COC(=O)c2ccc(NC(=O)CC#N)cc2)CC(C)O1 (stereo unspecified)
23) Cc1cccc(N2CC(c3nc4ccccc4n3C)CC2=O)c1C (stereo unspecified)
24) O=C(c1ccccc1)N1CCN(C2CC(=O)N(CCc3ccccc3)C2=O)CC1 (stereo unspecified)
entry no.	17	18	19	20	21	22	23	24
HttQ103 aggreg	10%	-2%	-4%	-2%	5%	1%[9.22 µM]	-11%	3%
NPSR antagonist	-18%	11%[46.1 µM]	-21%[46.1 µM]	26%	-16%[46.1 µM]	7%	7%	16%[46.1 µM]
CBFb-RUNX1 inh	4%	-2%	2%	0%	7%	4%	-1%[2.36 µM]	-1%
Epigenetic reg	-0.5%	-1.0%	0.0%	1.0%	-0.1%	0.0%	-1.8%	-5.4%
L3MBTL1 inh	6%	0%	-11%	-3%	.	-2%	10%	1%
Luc counter	2%	2%	1%	2%	-5%	1%	2%	4%
IMPase Li cell	3%	1%[38.3 µM]	2%[38.3 µM]	8%	11%[38.3 µM]	4%	1%	5%[38.3 µM]

25) O=C(Cn1nnc(-c2ccccc2)n1)N=Nc1c(O)[nH]c2ccccc12
26) CCc1ccc(CCC(=O)Nc2ccc(C)cc2C)o1
27) COc1ccc(CNC(=O)NCc2ccc(OC)c(OC)c2)cc1OC
28) O=C(NC1CCCC1)C1CCCN1C(=O)Nc1ccc(Cl)cc1 (stereo unspecified)
29) CN1CCC(=NNC(=O)CSCc2ccccc2)CC1
30) Cc1ccc(C2=NOC3(CC(=O)N(c4ccccc4)C3=O)C2)cc1 (stereo unspecified)
31) CC(=O)N1CCC(N(CCN2CCOCC2)C(=S)Nc2ccc(C)c(C)c2)CC1
32) CCOC(=O)c1c(NC(=O)c2cc3n(n2)C(C(F)(F)F)CC(c2cccs2)N3)sc(C)c1C (stereo unspecified)
entry no.	25	26	27	28	29	30	31	32
HttQ103 aggreg	-6%	-4%	-2%	12%	8%	-3%[9.22 µM]	-5%	?
NPSR antagonist	4%[46.1 µM]	-1%[46.1 µM]	-31%[46.1 µM]	?	3%[46.1 µM]	-17%	6%	?
CBFb-RUNX1 inh	-1%	-2%	0%	2%	1%	4%	0%	1%
Epigenetic reg	0.0%	-1.0%	-3.1%	-0.1%	-1.2%	-1.3%	-0.1%	0.0%
L3MBTL1 inh	.	-1%[11.4 µM]	2%	-3%	-4%	1%	.	-1%
Luc counter	-3%	1%	13%	12%	-5%	.	2%	0%
IMPase Li cell	9%[38.3 µM]	25%[38.3 µM]	-3%[38.3 µM]	9%[38.3 µM]	-7%[38.3 µM]	.	-1%	0%

33) O=c1c2ccccc2nc(-c2ccc(Cl)c(Cl)c2)n1O
34) CCOC(=O)C(C)N1N=C(/C=C/c2ccc(OC)cc2)CCC1=O (stereo unspecified)
35) Cc1sc2nc(SCC(=O)NCc3ccco3)n(-c3ccccc3)c(=O)c2c1C
36) Cc1ccc(N(C(C)C(=O)N2CCC(C)CC2)S(C)(=O)=O)cc1C (stereo unspecified)
37) CCOc1cc(NC(=S)Nc2cccc(OC)c2)c(OCC)cc1NC(=O)C(C)C
38) CC(C)CNC(=S)N(Cc1ccco1)Cc1cc2cc3c(cc2[nH]c1=O)OCCO3
39) CC(=O)C1=C(O)C(=O)N(Cc2ccccc2)C1c1ccco1 (stereo unspecified)
40) CCOc1ccc(OCC)c(NC(=O)C2CCCN(S(=O)(=O)c3c(C)n[nH]c3C)C2)c1 (stereo unspecified)
entry no.	33	34	35	36	37	38	39	40
HttQ103 aggreg	?	0%	22%	-11%	?	5%	8%	9%
NPSR antagonist	-4%[46.1 µM]	-4%[46.1 µM]	?	-13%[46.1 µM]	-16%[46.1 µM]	-43%	-5%[46.1 µM]	-15%[46.1 µM]
CBFb-RUNX1 inh	1%	4%	2%	9%	-11%	-7%	?	-11%
Epigenetic reg	-0.2%	-1.1%	12%	-4.6%	0.0%	0.0%	0.0%	-1.3%
L3MBTL1 inh	.	2%	4%	1%	-8%	0%	-24%	.
Luc counter	-2%	-1%	-3%	6%	-1%	-1%	1%	-2%
IMPase Li cell	8%[38.3 µM]	-17%[38.3 µM]	-4%[38.3 µM]	8%	1%[38.3 µM]	9%	-3%[38.3 µM]	3%[38.3 µM]

41) Cc1nc(C(F)(F)F)ccc1C(=O)Nc1ccccc1F
42) CCC(=O)Nc1ccc(C(=O)CSc2nnc(-c3ccc(NS(C)(=O)=O)cc3)n2C)cc1OC
43) O=C(CSCc1cccc(Cl)c1)Nc1ccccc1-c1ccccc1
44) CC(C)N(Cc1ccccc1)CC(O)COc1ccc(S(=O)(=O)N2CCOCC2)cc1Cl (stereo unspecified)
45) Cc1ccc(NC(=O)Cn2c(O)c(N=NC(=O)c3cc([N+](=O)[O-])ccc3O)c3ccccc32)cc1
46) COc1ccc(CCNC(=O)CS(=O)(=O)c2cn(CC(=O)N3CCCC3)c3ccccc23)cc1OC
47) COc1ccc(-c2cc3nc(-c4ccccc4)cc(N4CCC(O)CC4)n3n2)cc1
48) O=C(C1=C[C@@H]2[C@H]3C(=O)N(c4cccc(Cl)c4)C(=O)[C@H]3[C@@H](C(=O)c3ccc(Cl)cc3)N2C=C1)c1ccccc1
49) Cc1nc2c(n1O)CCC/C2=N\O
entry no.	41	42	43	44	45	46	47	48	49
HttQ103 aggreg	2%[9.22 µM]	8%	1%	-10%	?	17%	2%[9.22 µM]	19%	10%
NPSR antagonist	8%	21%	-20%[46.1 µM]	-14%	3%	32%	?	7%	0%[46.1 µM]
CBFb-RUNX1 inh	-3%	6%	26%	6%	2%	-3%	?	1%	3%
Epigenetic reg	0.0%	-1.1%	0.0%	-1.4%	0.1%	-1.5%	1.1%	0.0%	0.0%
L3MBTL1 inh	-4%	-4%	45%[activator]	-4%	2%	.	30%	1%	-3%
Luc counter	.	-1%	3%	0%	.	0%	5%	2%	-2%
IMPase Li cell	.	2%	14%	8%	.	2%	-2%	-1%	-5%[38.3 µM]

Reformatted: entries from further up
item	SMILES	HttQ103 aggreg	NPSR antagonist	CBFb-RUNX1 inh	Epigenetic reg	L3MBTL1 inh	Luc counter	IMPase Li cell
42	CCC(=O)Nc1ccc(C(=O)CSc2nnc(-c3ccc(NS(C)(=O)=O)cc3)n2C)cc1OC	8%	21%	6%	-1.1%	-4%	-1%	2%
43	O=C(CSCc1cccc(Cl)c1)Nc1ccccc1-c1ccccc1	1%	-20%[46.1 µM]	26%	0.0%	45%[activator]	3%	14%
44	CC(C)N(Cc1ccccc1)CC(O)COc1ccc(S(=O)(=O)N2CCOCC2)cc1Cl (stereo unspecified)	-10%	-14%	6%	-1.4%	-4%	0%	8%
45	Cc1ccc(NC(=O)Cn2c(O)c(N=NC(=O)c3cc([N+](=O)[O-])ccc3O)c3ccccc32)cc1	?	3%	2%	0.1%	2%	.	.
